Assay outcomes: PubChem, several laboratories
hiPSC survival – increases survival of single human iPS cells. 360,000 compounds, 0.044% hits. survival enhancement, % at 20 µM. hiPSC single-cell survival, ATPlite luminescence; 100% = ROCK inhibitor wells, 0% = DMSO; in the data active = survival enhancement above about 18%;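 also: cells exposed to compounds for 16 hours before the ATP read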
aDG glyco act – alpha-DG glycosylation activation | AID 624168 | Pro5-aDG cells, alpha-DG glycosylation AlphaScreen (IIH6); 0% Pro5, 100% B10-LARGE cell signal | 360,000 compounds, 0.22% hits | activation, % at 10 µM;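 active = activation of at least 8% versus controls, or a plate z-score of at least 8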;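 also: Pro5 are CHO cells carrying HIG-tagged alpha-DG that lacks glycosylation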
NR2E3 ag-1 – activates human NR2E3 receptor | Q9Y5X4 | CHO-S Gal4-NCOR/VP16-NR2E3 two-hybrid, luciferase | inhibition of corepressor binding, % at 3.98 µM | 360,000 compounds, 0.35% hits | AID 602229;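 active = inhibition above the mean of all tested compounds plus 3 SD, cut at about 70% in these data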;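 also: 0% = DMSO with NR2E3 transfected cells and 100% = cells lacking NR2E3 construct; higher means lower luciferase signal from less NR2E3 corepressor binding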
Target sequence (Q9Y5X4 whole entry, looked up, the tested form may be a part): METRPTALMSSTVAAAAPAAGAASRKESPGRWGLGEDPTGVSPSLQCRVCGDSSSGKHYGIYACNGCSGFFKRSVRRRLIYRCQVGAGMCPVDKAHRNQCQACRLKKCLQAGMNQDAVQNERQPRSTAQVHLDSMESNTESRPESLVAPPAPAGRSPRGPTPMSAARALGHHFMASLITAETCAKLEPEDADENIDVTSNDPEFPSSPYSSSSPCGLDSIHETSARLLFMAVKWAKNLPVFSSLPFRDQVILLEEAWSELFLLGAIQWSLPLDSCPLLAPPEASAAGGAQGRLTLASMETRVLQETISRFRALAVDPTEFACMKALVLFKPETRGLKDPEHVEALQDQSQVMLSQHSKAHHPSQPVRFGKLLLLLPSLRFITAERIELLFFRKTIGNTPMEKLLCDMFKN
Vif inh – HIV Vif inhibition | 340,000 compounds, 0.35% hits | inhibition, % at 7.49 µM | AID 602346 | HEK293T cells, Vif self-association by quenched fluorescence, imaging, 24 h; in the data active = inhibition above about 50%, passing the limit was not always enough; also: some results filed as inactive read as strong as hits
MITF TRPM1 inh – reduces MITF-dependent TRPM1 promoter luciferase signal; AID 488899; 330,000 compounds, 0.83% hits; SK-MEL-5 TRPM1 promoter luciferase, 24 h; inhibition, % at 12.5 µM;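 active = mean inhibition across replicates of 60% or more, whatever share of single replicates reaches that level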; also: values of inactives mirror those of a sister screen read the other way
HIF-2a block – blocks HIF-2a reporter activity; 786-0 RCC cells HIF-2a reporter, luciferase luminescence, overnight; inhibition, % at 18.8 µM; 360,000 compounds, 0.72% hits; AID 624352;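 active = inhibition of the luminescence signal of 40% or more relative to plate controls, in a single-dose primary screen at 18.75 µM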
Granule exo inh – blocks lytic granule exocytosis | TALL-104 LAMP-1 surface exposure, flow cytometry; cells stimulated with thapsigargin and PMA | inhibition, % at 10 µM | 360,000 compounds, 0.66% hits | AID 651702;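 active = inhibition above about 55%, limit read from the data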
CaV13 ICDI inh – Disruptors of the CACNA1D IQ motif to Ca2+-dependent inactivation inhibitor domain association, primary screening, Förster resonance energy transfer in intact living …; HEK cells, CFP/YFP FRET ICDI-IQ, plate reader, 10 min; percent FRET-ratio fall versus neutral wells; inhibition, % at 12.3 µM; 340,000 compounds, 0.098% hits; AID 743397;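 active = mean replicate inhibition of at least 30% and at least 1% of replicates passing that level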;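 also: 0% = median of the neutral control wells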
Peg3 promoter – reduces Peg3 promoter-driven luciferase expression in HeLa | HeLa PEG-Prom luciferase reporter, luminescence, overnight | inhibition, % at 20 µM | 360,000 compounds, 1.7% hits;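 active = inhibition of at least 50% at 20 µM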
NR2E3 ag-2 – activates human photoreceptor nuclear receptor NR2E3; GST-NR2E3/biotin-RetCOR TR-FRET, 1536-well; inhibition of corepressor binding, % at 4.78 µM; 320,000 compounds, 0.12% hits; AID 2300;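 active = percent inhibition above the cutoff of mean plus 3 SD of all tested compounds, set per screening campaign, cut at about 20% in these data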;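 also: 0% = DMSO wells and 100% = biotin wells as full block of FRET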
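System: GST-tagged NR2E3 plus biotinylated RetCOR corepressor; Buffer or medium: pH 7.5 Tris-based buffer; Probe or stimulus: RetCOR corepressor, biotinylated, 7 nM; Doses: compound at 4.8 µM, single dose; Schedule: 5 h incubation at 4 °C; Technique: time-resolved FRET; Evaluation: percent inhibition of TR-FRET ratio; Replication: one well per compound, singlicate testing.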
PDI inh – PDI (human) enzyme inhibition; P07237; PDI insulin aggregation turbidity, A650, 90 min; inhibition, % at 10 µM; 350,000 compounds, 0.052% hits; AID 588391;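 active = mean inhibition across replicates of 30% or more, whatever share of single replicates reach that level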;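 also: absorbance from insulin aggregation driven by PDI reduction with DTT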
Target sequence (P07237 whole entry, looked up): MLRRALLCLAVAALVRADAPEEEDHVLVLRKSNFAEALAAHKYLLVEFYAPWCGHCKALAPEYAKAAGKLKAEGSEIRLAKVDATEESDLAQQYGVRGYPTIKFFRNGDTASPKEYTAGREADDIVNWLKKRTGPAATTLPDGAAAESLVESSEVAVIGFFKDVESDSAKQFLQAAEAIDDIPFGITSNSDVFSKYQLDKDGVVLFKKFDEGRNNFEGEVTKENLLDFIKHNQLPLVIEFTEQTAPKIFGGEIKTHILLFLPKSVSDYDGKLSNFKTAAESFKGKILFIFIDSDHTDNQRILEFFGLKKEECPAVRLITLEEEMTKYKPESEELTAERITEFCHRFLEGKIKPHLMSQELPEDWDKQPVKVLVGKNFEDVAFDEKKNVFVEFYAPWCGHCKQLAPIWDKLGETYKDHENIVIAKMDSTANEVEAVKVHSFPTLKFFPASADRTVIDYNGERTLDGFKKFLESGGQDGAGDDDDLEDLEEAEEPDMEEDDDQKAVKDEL
Numbers without * were called inactive; . = no result given.

cpd	canonical_smiles	hiPSC survival	aDG glyco act	NR2E3 ag-1	Vif inh	MITF TRPM1 inh	HIF-2a block	Granule exo inh	CaV13 ICDI inh	Peg3 promoter	NR2E3 ag-2	PDI inh
1	O=C(/C=C/c1ccc(OC(F)F)cc1)OCC(=O)N1CCC(c2ccccc2)=N1	-0.4	0.2	-18	-3	0	-13	7	-6	-12	8	14
2	Cc1nc(NC(=O)c2ccc(Br)o2)sc1C	-4.1	0.0	-155	-8	-37	-203	-2	.	-261	0	12
3	CC(C)NC(=O)c1noc2cc([N+](=O)[O-])ccc12	-0.7	0.0	-21	5	-6	-29	-1	-5	-25	0	-11
4	NS(=O)(=O)c1ccc(CCNCC(=O)NCc2ccccc2Cl)cc1	-0.2	0.1	5	-6	7	4	-3	-5	11	1	0
5	CCCS(=O)(=O)N1CCC(C(=O)N2CCOCC2)CC1	5.9	1.0	-11	3	-3	18	-3	.	17	-1	-10
6	O=c1cc(NCC2CCCO2)[nH]c(=O)n1-c1ccc(Cl)cc1 (stereo unspecified)	-3.2	-0.1	2	.	4	2	-3	-9	8	0	3
7	O=C(CC1SC(=O)N(c2ccccc2)C1=O)Nc1ccc(Cl)cc1 (stereo unspecified)	-0.7	0.0	-6	-6	3	11	2	-4	4	-3	3
8	Cc1cccc(C)c1Nc1c(-c2ccc(N3CCOCC3)cc2)nc2cnccn12	-0.3	0.4	-24	7	1	15	-1	-9	3	1	-2

Random excerpt: three records from the list, in no set order.
cpd	canonical_smiles	hiPSC survival	aDG glyco act	NR2E3 ag-1	Vif inh	MITF TRPM1 inh	HIF-2a block	Granule exo inh	CaV13 ICDI inh	Peg3 promoter	NR2E3 ag-2	PDI inh
7	O=C(CC1SC(=O)N(c2ccccc2)C1=O)Nc1ccc(Cl)cc1 (stereo unspecified)	-0.7	0.0	-6	-6	3	11	2	-4	4	-3	3
8	Cc1cccc(C)c1Nc1c(-c2ccc(N3CCOCC3)cc2)nc2cnccn12	-0.3	0.4	-24	7	1	15	-1	-9	3	1	-2
5	CCCS(=O)(=O)N1CCC(C(=O)N2CCOCC2)CC1	5.9	1.0	-11	3	-3	18	-3	.	17	-1	-10

(further entries)
cpd	canonical_smiles	hiPSC survival	aDG glyco act	NR2E3 ag-1	Vif inh	MITF TRPM1 inh	HIF-2a block	Granule exo inh	CaV13 ICDI inh	Peg3 promoter	NR2E3 ag-2	PDI inh
9	COC(=O)[C@]1(C)N[C@H](CN(C)C(=O)Nc2ccc(OC)cc2)[C@@H]2C(=O)N(C)C(=O)[C@@H]21	-2.2	-0.1	-13	-1	2	-9	-2	-8	1	.	6
10	Cc1c(C(=O)OC(C)C(C)C[N+](C)(C)C)oc2ccccc12 (stereo unspecified)	-0.4	-0.2	-13	3	9	13	-1	-7	9	3	0
11	CCOc1cc(C(=O)OCC(=O)Nc2c(C)cccc2C)ccc1OCC(=O)N1CCOCC1	7.8	0.4	4	10	-4	19	-4	-5	1	-1	-3
12	O=C(O)CSc1nc2ccccc2c(=O)[nH]1	-1.0	-0.2	-3	6	-2	1	0	.	-12	1	5
13	CCCc1cc(-c2nc(N)ncc2-c2ccc3c(c2)OCCCO3)c(O)cc1OC	6.3	-0.3	0	.	13	32	31	-5	23	-2	7
14	Clc1cccc(CSc2ccc(-c3ccco3)nn2)c1	-0.2	0.0	-42	-6	-46	-192	-7	-6	-161	2	1
15	Cc1ccccc1Cn1cc(NC(=O)c2cc3nc(-c4ccco4)cc(C(F)(F)F)n3n2)cn1	0.6	0.1	17	-9	-11	-11	2	-5	-3	5	-3
16	Cc1ccccc1C(=O)Nc1nnc(-c2ccco2)o1	0.6	-0.1	-67	1	-18	-82	1	3	-69	1	-2

More records follow:
cpd	canonical_smiles	hiPSC survival	aDG glyco act	NR2E3 ag-1	Vif inh	MITF TRPM1 inh	HIF-2a block	Granule exo inh	CaV13 ICDI inh	Peg3 promoter	NR2E3 ag-2	PDI inh
17	N#Cc1ccc(C(=O)Nc2nnc(-c3ccccn3)o2)cc1	1.4	0.1	-12	2	8	-13	-1	-2	-13	-2	0
18	CCOc1cc(OCC)cc(C(=O)N2CCC[C@@H]2C(=O)N2CCC[C@@H]2C(=O)NCc2ccccc2Cl)c1	-0.7	0.3	-15	.	.	5	5	-6	.	.	.
19	CCOc1ccc(NC(=O)CN(C)C(=O)c2cc([N+](=O)[O-])ccc2N2CCCCC2)cc1OCC	0.4	-0.4	7	-3	7	-1	1	-3	17	6	-2
20	COc1ccc(NS(=O)(=O)c2cc(NC(=O)/C=C/c3ccccc3OC)ccc2N2CCCCC2)cc1	-1.9	-0.4	8	-10	-6	11	0	-2	3	-3	-3
21	O=C(CSc1nnc(-c2cccs2)o1)NCC1CN(Cc2ccccc2)CCO1 (stereo unspecified)	3.1	0.1	9	-9	5	-13	-1	-6	-6	1	-2
22	O=C1[C@H](Cc2ccccc2)NCCCC[C@@H](c2ccc(Cl)cc2)N1Cc1ccccc1	-0.8	1.3	8	22	-2	16	-2	-10	12	.	-2
23	COC(=O)c1c(NC(=O)C(C)(C)C)sc2c1C(C(=O)OC)CC2 (stereo unspecified)	0.4	0.0	-2	-18	11	11	-2	-4	6	-2	-11
24	CC1CCCC(NC(=O)CN2CCN(S(=O)(=O)c3cccs3)CC2)C1C (stereo unspecified)	-0.4	0.3	6	.	4	0	4	-2	12	-1	4

Next section:
cpd	canonical_smiles	hiPSC survival	aDG glyco act	NR2E3 ag-1	Vif inh	MITF TRPM1 inh	HIF-2a block	Granule exo inh	CaV13 ICDI inh	Peg3 promoter	NR2E3 ag-2	PDI inh
25	O=C(C(=O)N(Cc1ccccc1)Cc1ccccc1)c1c(-c2ccccc2)[nH]c2ccccc12	0.4	-0.1	39	.	13	-23	4	-3	64*	.	-5
26	CC(=O)c1c(C)[nH]c(C(=O)Nc2nc(-c3ccc(Cl)cc3)cs2)c1C	-0.7	0.6	4	-1	5	-10	16	-4	32	-2	-4
27	CCOC(=O)c1c(NC(=O)C2C3CCC(O3)C2C(=O)O)sc2c1CCC(CC)C2 (stereo unspecified)	4.0	-0.6	2	25	6	7	4	-4	4	-4	1
28	Cc1ccc(C2(C)NC(=O)N(CC(=O)Nc3ccccc3N3CCCC3)C2=O)cc1 (stereo unspecified)	0.7	-0.1	-6	-3	-3	21	-4	.	19	0	-10
29	O=C(COC(=O)c1ccc(=O)[nH]c1)Nc1cccc(S(=O)(=O)N2CCOCC2)c1	-0.2	0.1	-9	.	7	19	-1	-5	5	1	2
30	COC(=O)c1cc(NS(=O)(=O)c2ccc(N3CCCCC3)c([N+](=O)[O-])c2)cc(C(=O)OC)c1	3.7	-0.1	5	10	6	10	2	.	28	1	0
31	CCS(=O)(=O)N1CCN(Cc2ccncc2)CC1	-1.4	-0.1	7	2	0	6	-6	-5	-2	1	-1
32	C=COc1ccc(N2C(=O)c3ccccc3OC2C)cc1 (stereo unspecified)	-0.1	0.0	0	-5	-8	-40	0	-4	-34	3	0

(continued)
cpd	canonical_smiles	hiPSC survival	aDG glyco act	NR2E3 ag-1	Vif inh	MITF TRPM1 inh	HIF-2a block	Granule exo inh	CaV13 ICDI inh	Peg3 promoter	NR2E3 ag-2	PDI inh
33	CC(OC(=O)c1ccc(Cl)nc1)C(=O)N1CCc2ccccc21 (stereo unspecified)	-0.6	-0.1	1	0	2	7	5	-16	-5	-1	-8
34	Cc1cc(C(F)F)n2nc(C(=O)Nc3ccc(S(=O)(=O)NC45CC6CC(CC(C6)C4)C5)cc3)nc2n1	2.9	-0.1	-37	-10	-5	3	-1	-2	17	1	-1
35	CCN(CC)C(=O)CSc1nc(OC)cc(=O)[nH]1	0.4	-0.3	-23	3	2	14	-2	-3	2	-2	-11
36	CCOc1ccccc1NC(=O)C(c1ccccc1)N1CCN(CC(=O)N2CCCC2)CC1 (stereo unspecified)	-0.4	0.6	-13	2	-1	-13	-5	-2	18	.	1
37	O=C(CCCOc1ccc(Cl)cc1Cl)NCc1ccccn1	-1.8	-0.2	-17	6	-3	13	-2	-4	10	0	-6
38	O=C(Cn1c(O)c(/C=C2\C=Nc3ccc(Br)cc32)sc1=O)N1CCCC1	1.8	0.0	-6	-3	0	9	0	-4	2	-1	1
39	CCC(C)(C)n1nnnc1C(c1cc2cccc(C)c2[nH]c1=O)N1CCCC1 (stereo unspecified)	-3.2	0.0	-19	3	10	8	-2	-8	-1	1	5
40	COc1ccccc1CCNC(=O)C(=O)Nc1cc2c3c(c1)C(C)C(=O)N3CCC2 (stereo unspecified)	-0.6	0.0	21	-10	-4	2	-3	-7	-7	-1	10

Following part.
cpd	canonical_smiles	hiPSC survival	aDG glyco act	NR2E3 ag-1	Vif inh	MITF TRPM1 inh	HIF-2a block	Granule exo inh	CaV13 ICDI inh	Peg3 promoter	NR2E3 ag-2	PDI inh
41	Nc1cc(C(=O)OCC(=O)N2CCCC2)ccc1Cl	-0.6	-0.3	-35	3	-9	-103	-2	.	-79	2	-4
42	Nn1c(SCC(=O)Nc2nccs2)nnc1-c1cccnc1	-0.3	-0.2	-3	-2	-1	0	12	-2	-2	1	-2
43	O=c1cc(CSc2nc3ccccc3[nH]2)c2ccccc2[nH]1	4.3	-0.1	-21	.	-43	-219	-3	-7	-102	-2	-3
44	COC(=O)COc1nc(C)c2c(c1C#N)CC(C)(C)OC2	2.8	0.3	-28	-7	-1	0	4	0	-11	4	-6
45	COc1ccc(C2=NN(C(=O)CSc3nccn3C)C(c3ccco3)C2)cc1 (stereo unspecified)	0.3	0.2	-19	-4	-2	20	0	-2	17	.	-2
46	CCCCCSc1nc2c(c(=O)[nH]c(=O)n2C)n1CCc1ccccc1	2.1	0.0	-13	-2	-15	9	8	-3	-1	1	.
47	COc1ccc(C(=O)NC(C)c2cnn(-c3ccccn3)c2C)o1 (stereo unspecified)	0.6	0.1	-21	-10	0	-79	-2	-7	-52	3	-7
48	CC1=C(C(=O)OCc2ccccc2)C(c2ccc(C)cc2)NC(=O)N1 (stereo unspecified)	1.0	-0.1	-37	.	.	27	-4	-6	26	.	-72

An excerpt from above with just CaV13 ICDI inh:
nr	Compound	CaV13 ICDI inh
47	COc1ccc(C(=O)NC(C)c2cnn(-c3ccccn3)c2C)o1 (stereo unspecified)	-7
43	O=c1cc(CSc2nc3ccccc3[nH]2)c2ccccc2[nH]1	-7
46	CCCCCSc1nc2c(c(=O)[nH]c(=O)n2C)n1CCc1ccccc1	-3
